# hERG WT inh = inhibitors of human wildtype KCNH2 potassium channel; AID 720551; activity change, % at 1.84 µM; 340,000 compounds, 0.37% hits; U2OS, BacMam KCNH2, thallium flux FluxOr; active compounds read low;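 active = maximum activity change below -70%; inconclusive = maximum activity change between -70% and -50%; inactive = maximum activity change above -50%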
#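 U2OS cells were transduced with wild-type KCNH2 virus (2.03 x 10^8 / mL) for 4 h at room temperature, then cultured overnight at 37 C. Thallium flux was read with FluxOr dye. Rate constants were normalized to DMSO controls.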
# B2AR arrestin = beta2AR (human) beta-arrestin recruitment activity; 330,000 compounds, 0.02% hits; AID 492947; beta-arrestin recruitment to beta2AR, cell-based reporter; P07550; Potency, µM (titrated, usually from 46.1 µM), inactives show at the top dose activation, actives largely listed as activators;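 also: potency is read from the fitted curve at half-maximal effect; 0% = DMSO controls and full agonism = EC100 isoproterenol or metaproterenol; nearly all actives have a fitted effect of over 65% in size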
# Giardia kill = kills Giardia lamblia; activity change, % at 7.66 µM, hits read low; Giardia lamblia trophozoite viability; 340,000 compounds, 0.15% hits; in the data active = activity change below about -80%; inconclusive = between about -30% and that limit;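 also: parasites exposed to compound for two days anaerobically before the ATP read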
#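 Trophozoites 100 cells/well + cpd; 48 hrs, 37 deg C, anaerobic. ATPLite 1-Step added, 15-30 min RT, luminescence read (ATP-based viability).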
# KCNH2 3.1 block = inhibitors of human KCNH2 3.1 potassium channel isoform. activity change, % (tested at about 1.8 µM). 340,000 compounds, 0.95% hits. U2OS KCNH2 3.1, thallium flux FluxOr; active compounds read low. AID 720553;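 active = maximum activity change below -70%; inconclusive = maximum activity change from -70% to -50%; inactive = maximum activity change above -50%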;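 also: thallium influx rate constant from kinetic fluorescence after stimulation buffer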
#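 FluxOr-based Tl+ influx in U2OS cells transduced with KCNH2 3.1 virus; rate constants normalized to DMSO controls.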
# Eya2 phos inh = Eya2 (human) phosphatase inhibition | O00167 | recombinant Eya2, OMFP fluorescence dephosphorylation (OMFP is methylfluorescein phosphate) | Potency, µM (highest dose often 76.9 µM), inactives show at the top dose activity, negative = inhibition, hits mostly inhibitors | 330,000 compounds, 0.006% hits; also: potency is read from the fitted curve at half-maximal effect
# Target sequence (O00167 whole entry, looked up): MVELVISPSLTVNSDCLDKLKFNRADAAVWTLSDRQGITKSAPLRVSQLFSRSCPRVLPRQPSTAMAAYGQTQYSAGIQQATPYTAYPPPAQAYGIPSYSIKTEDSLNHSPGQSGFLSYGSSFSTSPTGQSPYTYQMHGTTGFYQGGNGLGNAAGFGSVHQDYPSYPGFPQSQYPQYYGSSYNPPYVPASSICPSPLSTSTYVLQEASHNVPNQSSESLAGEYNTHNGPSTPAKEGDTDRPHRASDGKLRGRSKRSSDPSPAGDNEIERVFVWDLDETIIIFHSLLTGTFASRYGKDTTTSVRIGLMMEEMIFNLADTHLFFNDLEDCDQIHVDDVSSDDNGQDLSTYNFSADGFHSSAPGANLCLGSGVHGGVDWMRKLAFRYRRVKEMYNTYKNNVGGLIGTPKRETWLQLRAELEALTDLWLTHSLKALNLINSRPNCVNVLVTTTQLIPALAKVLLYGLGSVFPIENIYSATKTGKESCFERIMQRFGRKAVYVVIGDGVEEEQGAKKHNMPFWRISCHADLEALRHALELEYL
#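 Eya2 (0.2 uM) preincubated 10 min at ambient with compound, then OMFP substrate added at 50 uM; 10 min reaction in 50 mM HEPES pH 7.5, 50 mM NaCl, 5 uM MgCl2, 0.05% BSA, 1 mM DTT. Fluorescence read at Ex 485/Em 525 nm.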
# GALK inhibitor = inhibitors of human galactokinase | Purified GALK, Kinase-Glo residual ATP luminescence | Potency, µM (highest dose often 57.5 µM), without a hit: top-dose activity change, negative = inhibition, usual class: inhibitors | 270,000 compounds, 0.007% hits; also: potency is read from the fitted curve at half-maximal effect
# Target sequence (P51570 whole entry, looked up): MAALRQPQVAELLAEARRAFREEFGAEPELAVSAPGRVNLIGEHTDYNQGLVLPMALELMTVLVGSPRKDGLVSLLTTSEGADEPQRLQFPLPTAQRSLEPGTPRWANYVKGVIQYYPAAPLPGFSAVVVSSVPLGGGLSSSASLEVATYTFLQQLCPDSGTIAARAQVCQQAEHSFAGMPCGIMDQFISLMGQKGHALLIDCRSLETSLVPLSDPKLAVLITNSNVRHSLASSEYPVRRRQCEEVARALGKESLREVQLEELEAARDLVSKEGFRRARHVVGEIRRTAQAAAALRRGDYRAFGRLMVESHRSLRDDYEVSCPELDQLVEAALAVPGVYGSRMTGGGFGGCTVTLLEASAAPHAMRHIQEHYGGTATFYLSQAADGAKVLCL
#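 Kinase-Glo Plus luminescence measured ATP left after a 1 h room-temperature reaction. The reaction used 5 nM GALK, 100 uM galactose and 35 uM ATP at pH 8.0 (20 mM HEPES, 5 mM MgCl2, 60 mM NaCl, 1 mM DTT, 0.01% BSA).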
# uPA generation = inhibitors of cell surface uPA generation; cell surface uPA generation assay, qHTS; Potency, µM (highest dose often 38.3 µM), for the others: top-dose activity change, negative = inhibition, hits mostly inhibitors; 330,000 compounds, 0.31% hits; AID 540303; active = well fitted inhibition curve with a large enough effect; inconclusive = small, poorly fitted or top-dose-only effect; inactive = no such curve, though single readings can be large or run the other way; tested in mouse RAW 264.7 cells; also: potency is read from the fitted curve at half-maximal effect; nearly all actives have a fitted effect of over 55% in size
# FBPA coupling cs = inhibits coupling enzyme system, counter-screen for aldolase hits. AID 2472. activity change, negative = inhibition, % at 58.2 µM, hits read low. coupling enzyme system counterscreen, AmpLite Red fluorescence. 290,000 compounds, 0.67% hits; in the data active = activity change below about -30%
#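 Counterscreen of the coupled detection system alone, without aldolase: glyceraldehyde-3-phosphate coupling enzymes plus AmpLite Red readout. Compounds at 57.5 uM final, 10 min RT preincubation, 20 min RT reaction, fluorescence 525/598 nm.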
# PKM2 act = increases activity of human pyruvate kinase M2 | Potency, µM (top dose mostly 57.5 µM), without a hit: at the top dose activation, actives largely listed as activators | purified PKM2, Kinase-Glo ATP luminescence, activation; response scale: 0% is enzyme alone, no compound | 260,000 compounds, 0.34% hits | AID 1631 | P14618; also: potency is read from the fitted curve at half-maximal effect; nearly all actives have a fitted effect of over 55% in size
#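 Purified hPK-M2 (>95%) run at intermediate activity with 0.1 mM ADP and 0.5 mM PEP in 50 mM imidazole pH 7.2, KCl, MgCl2; 1 h room temperature. ATP formed read by Kinase-Glo luminescence; normalized to uninhibited and no-enzyme controls.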
# Chronic BCR inh = inhibitors of chronic active B-cell receptor signaling. ABC-DLBCL IkBa-CBG/CBR reporter, luminescence ratio, 4 h. AID 493014. 340,000 compounds, 0.05% hits. Potency, µM (highest dose often 46.1 µM), for the others: at the top dose ratio change, negative = lower green/red ratio, usual class: inhibitors; active = well fitted inhibition curve with a large enough effect in the signal ratio, with a control signal flat, not every such curve was filed as active; inconclusive = small, poorly fitted or top-dose-only effect, or effect the other way, or a change in a side signal; the % refers to the signal ratio;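 also: potency is read from the fitted curve at half-maximal effect; plate controls were basal doxycycline-induced cells for no effect and cells given 10 µM MG132 for full effect; MG132 reads +100%, hits lower the ratio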
#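 Compounds up to 46 uM were incubated four hours with TMD8 cells whose green CBG68 luciferase is fused to IkappaBalpha; red CBR luminescence normalised the signal, and concentration-effect curves were fitted to fusion, red and ratio data.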
# USP2a block = blocks human ubiquitin-specific protease USP2a. O75604. USP2 core, Ub-CHOP2 coupled fluorogenic reporter, 485/531. Potency, µM (titrated, usually from 38.3 µM), inactives show at the top dose activity change, negative = inhibition, actives largely listed as inhibitors. 330,000 compounds, 0.01% hits. AID 463254;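 also: potency is read from the fitted curve at half-maximal effect; plate controls were DMSO wells for no effect and full inhibition by NEM control for full effect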
#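 Cell-free coupled assay: 10nM USP2 core preincubated 30min RT with compound in Tris-HCl pH 8.0/CaCl2/CHAPS buffer, then 25nM Ub-CHOP2 and 25nM reporter substrate; fluorescence (Ex 485/Em 531) read after 60min RT, normalized to NEM inhibition, concentration-response curves fitted.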
# An asterisk follows results filed as active; ? = inconclusive; nt = not tested or not shown. Unless noted, calls follow the shape of the dose curve; as a rule, active = well fitted curve in the direction sought with a large enough effect; inconclusive = small, poorly fitted or top-dose-only effect, or another doubt; inactive = no such curve, though single readings can be large; an effect the other way counts as inactive or inconclusive. Unless noted, % is scaled to controls: 0 for no effect and ±100 for the full control effect.
# Preview, three compounds:
# Order of results: hERG WT inh	B2AR arrestin	Giardia kill	KCNH2 3.1 block	Eya2 phos inh	GALK inhibitor	uPA generation	FBPA coupling cs	PKM2 act	Chronic BCR inh	USP2a block
1) CCCNC(=O)CSc1nc2ccc(OCC)cc2s1
    -16	-0.2%	8	-12	-5%	10%	-19%	0	5%	-7%	1%
2) CCOc1ccc(NC(=O)c2cnc3scc(C)n3c2=O)cc1
    3	0.2%	-8	-2	-18%	1%	-2%	2	-15%	-2%	2%
3) OCCNC(=S)Nc1ccc2nsnc2c1
    1	0.4%	-12	13	-6%	-2%	13%	-47*	1%	0%	0%

# The whole of this part, from the first entry:
# Order of results: hERG WT inh	B2AR arrestin	Giardia kill	KCNH2 3.1 block	Eya2 phos inh	GALK inhibitor	uPA generation	FBPA coupling cs	PKM2 act	Chronic BCR inh	USP2a block
1) CCCNC(=O)CSc1nc2ccc(OCC)cc2s1
    -16	-0.2%	8	-12	-5%	10%	-19%	0	5%	-7%	1%
2) CCOc1ccc(NC(=O)c2cnc3scc(C)n3c2=O)cc1
    3	0.2%	-8	-2	-18%	1%	-2%	2	-15%	-2%	2%
3) OCCNC(=S)Nc1ccc2nsnc2c1
    1	0.4%	-12	13	-6%	-2%	13%	-47*	1%	0%	0%
4) CCNS(=O)(=O)c1ccc(NC(=S)N2CCc3ccccc32)cc1
    -4	0.6%	13	0	0%	3%	9%	0	-10%	-4%	7%
5) Cc1ccccc1NC(=O)CSc1ccc(-c2ccco2)nn1
    0	0.2%	-29	2	-2%	0%	2%	-1	13%	-13%	3%
6) CCOc1ccc(C(=O)NN2C(=O)C3C4C=CC(O4)C3C2=O)cc1 (configuration not stated)
    -4	-1.0%	1	4	-1%	-2%	7%	2	5%	0%	1%
7) CC(=O)N/C(=C\c1ccccc1)C(=O)OC(C)C(=O)NCc1ccccc1 (configuration not stated)
    -1	0.0%	-5	3	33%	nt	-1%	nt	nt	9%	-1%
8) COc1ccc(C(=O)C2CCCN(C(=O)CSC)C2)cc1OC (configuration not stated)
    -9	-0.5%	-7	2	9%	3%	-10%	1	1%	0%	-1%
9) CCOc1c(Br)cc(C(N)=O)cc1OC
    -8	-0.6%	-5	-22	-5%	2%	-1%	2	11%	?	2%
10) CCC(CC)c1nnc(NC(=O)C2CC(=O)N(CCc3ccc(OC)c(OC)c3)C2)s1 (configuration not stated)
    -4	-0.1%	-6	18	29%	nt	0%	nt	nt	0%	2%
11) Cc1[nH]c2ccc3c(ncn3CCC#N)c2c1C
    -2	0.0%	-25	3	12%	0%	4%	-36*	11%	-14%	4%
12) CCc1ccc(C2=NNC(=Nc3cccc(S(=O)(=O)N(C)C)c3)SC2)cc1
    -7	-0.2%	-18	1	5%	0%	-11%	0	17%	3%	-2%
13) O=S(=O)(Nc1ccc2c(c1)nc1n2CCN(Cc2ccccc2)C1)c1ccc(Cl)cc1
    -2	0.1%	-16	-25	3%	6%	0%	-5	24%	?	-6%
14) Cc1cccc(C(=O)Nc2sc3c(c2C(=O)O)CCCC3)c1
    -2	-0.1%	-5	13	-19%	nt	-18%	-27	nt	?	0%
15) O=C(/C=C/c1ccccc1)C1=C(O)C(=O)N(CCO)C1c1cccc([N+](=O)[O-])c1 (configuration not stated)
    1	-0.1%	?	1	14%	7%	1%	21	-8%	-7%	-2%
16) CCOC(=O)/C(=N\Nc1cccc(C(F)(F)F)c1)N(CCOC)CCOC
    -16	-0.5%	5	1	-36%	1%	nt	0	3%	28%	2%
17) COc1ccc(C(=O)CCC(=O)O)c(C)c1
    -5	-0.3%	-11	5	-4%	0%	nt	4	-2%	11%	3%
18) Cn1c(N)c(N2CCCCC2)c(=O)n(CC(=O)Nc2cccc(C#N)c2)c1=O
    1	-0.4%	12	-5	-7%	nt	-4%	nt	nt	1%	-1%
19) Cc1sc2ncnc(N3CCC(C(=O)Nc4nc5ccc(Cl)cc5s4)CC3)c2c1C
    4	-0.2%	2	-17	0%	nt	13%	nt	nt	?	1%
20) CC1(O)C(=O)c2ccccc2N(c2ccccc2)C1=O (configuration not stated)
    2	-0.3%	18	1	11%	-5%	2%	-2	1%	-13%	2%
21) COc1ccc(Oc2cc(C(F)(F)F)cnc2C(N)=O)cc1
    -1	0.0%	-3	29	11%	-2%	3%	4	-2%	0%	-1%
22) COC(=O)C1=C(O)CSC1=Nc1cccc(C(F)(F)F)c1
    5	-0.4%	-4	-1	9%	-2%	2%	3	1%	2%	2%
23) O=C(CCCn1cncn1)N1CCCC(N2CCN(c3ccccc3F)CC2)C1 (configuration not stated)
    -4	0.5%	-27	-1	3%	5%	2%	nt	nt	4%	0%
24) CCOc1ccc(OCCSc2nc3ccccc3o2)cc1
    3	-0.1%	17	1	-23%	-4%	8%	-2	2%	7%	-3%
25) O=C(Nc1ccccc1C(=O)O)c1ncn[nH]1
    2	-0.8%	-3	0	14%	2%	2%	0	1%	?	2%
26) CN(c1ccccc1)S(=O)(=O)c1ccc(NC(=O)c2ccco2)cc1
    5	0.3%	4	14	16%	0%	3%	1	19%	0%	-1%
27) C=CCOc1c(Cl)cc(CNCCCN2CCOCC2)cc1OC
    19	-0.8%	8	-5	6%	nt	-1%	2	-4%	-4%	1%
28) CCOc1ccc(/C=N/OCC(=O)Nc2ccc3c(c2)OCO3)cc1
    -12	0.4%	18	6	6%	5%	?	1	-7%	-2%	2%
29) COc1ccc(-c2noc(-c3ccccc3-c3ccccc3)n2)cc1
    -16	0.4%	-2	-7	-38%	-4%	nt	1	-4%	?	-4%
30) O=C(CNC(=O)c1ccccc1F)NC1CCN(Cc2ccccc2)CC1
    0	0.4%	0	8	0%	0%	-1%	1	2%	?	-1%

31	CCn1c(CNC(=O)c2cc(OC)c(OC)c(OC)c2)cc2cc(C)ccc21
32	O=C(c1ccc(Cl)cc1)c1ccc(OCC(O)CN2CCCCC2)cc1 (configuration not stated)
33	N/C(=N\OC(=O)COc1ccc(Cl)cc1Cl)c1cccnc1
34	Cc1ccc(CNC(=O)CCS(=O)(=O)c2ccc3c(c2)CC(C)N3C(=O)C2CC2)cc1 (configuration not stated)
35	O=C(NCCCN1CCOCC1)C(=O)NCc1ccc(Cl)cc1
36	O=C(C1CCN(S(=O)(=O)c2cnc[nH]2)CC1)N1CCN(c2ccc([N+](=O)[O-])cc2)CC1
37	O=Cc1c(Cl)[nH]c(=O)n1-c1ccccc1
38	Cc1ccc(C2CC(=O)C=C(O)C2)cc1 (configuration not stated)

Compound	31	32	33	34	35	36	37	38
hERG WT inh	-2	43	0	-9	12	2	-4	1
B2AR arrestin	0.5%	-0.2%	-0.7%	-1.0%	0.0%	-0.1%	-1.1%	-0.3%
Giardia kill	6	-13	13	4	0	-22	-5	2
KCNH2 3.1 block	2	-31	-15	-6	18	14	7	20
Eya2 phos inh	-1%	-2%	-1%	2%	0%	6%	3%	12%
GALK inhibitor	1%	-3%	nt	-1%	-2%	0%	2%	5%
uPA generation	-8%	-7%	-8%	?	-3%	2%	3%	1%
FBPA coupling cs	6	0	4	5	4	-2	3	2
PKM2 act	nt	-2%	1%	-6%	-6%	nt	-3%	-5%
Chronic BCR inh	?	?	?	-10%	3%	-1%	-2%	1%
USP2a block	1%	4%	-1%	1%	-1%	1%	1%	-12%

39	CCOc1ccc(-c2cc(C(=O)NCCCn3ccnc3)c3ccccc3n2)cc1
40	CCc1cccc(C)c1NC(=S)N(Cc1cccnc1)Cc1ccco1
41	O=C(c1cccc(Cl)c1)N1CCCC(C(=O)N2CCCCCC2)C1 (configuration not stated)
42	COc1cc([N+](=O)[O-])ccc1NC(=O)NNC(=O)CCc1ccccc1

Compound	39	40	41	42
hERG WT inh	14	-24	0	29
B2AR arrestin	0.2%	-0.6%	-0.7%	0.4%
Giardia kill	10	10	7	5
KCNH2 3.1 block	-3	2	-5	-9
Eya2 phos inh	-4%	-2%	2%	-5%
GALK inhibitor	10%	nt	-1%	3%
uPA generation	?	-5%	5%	-12%
FBPA coupling cs	-1	1	-1	2
PKM2 act	-2%	7%	-10%	-10%
Chronic BCR inh	6%	-4%	0%	0%
USP2a block	6%	-5%	-4%	2%
